A549 tox – A549 cytotoxicity, counter-screen for Nrf2 inhibitors | A549 ARE-Fluc cells, CellTiter-Fluor viability, 18-24 h | Potency, µM (doses to about 46 µM), without a hit: at the top dose activity change, negative = cytotoxicity, usual class: inhibitors | 390,000 compounds, 0.16% hits | AID 504648; also: potency is read from the fitted curve at half-maximal effect; % is scaled to controls: 0 for no effect and ±100 for the full control effect
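A549 ARE_Fluc cells in 5% FBS OPTI-MEM were exposed to compounds in concentration-response for 18-24 h at 37 deg C. Viability was read by CellTiter-Fluor fluorescence (Ex 405/Em 525) after 30 min, before the luciferase read.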
Nrf2 inh – Nrf2 pathway inhibition. A549 ARE-Fluc reporter, luciferase luminescence, 18-24 h. Potency, µM (series often up to 46 µM), for the others: at the top dose activity change, negative = inhibition, actives largely listed as inhibitors. 360,000 compounds, 2.1% hits. AID 504444; also: potency is read from the fitted curve at half-maximal effect; % is scaled to controls: 0 for no effect and ±100 for the full control effect; nearly all actives have a fitted effect of over 60% in size
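Two sequential reads on A549 ARE_Fluc cells exposed to compound for 18-24 h: a CellTiter-Fluor fluorescence read for viability, then a luciferase luminescence read for Nrf2/ARE activity.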
HepG2 viability – kills HepG2 cells in TGF-b inhibitor counter-screen | Potency, µM (titrated, usually from 46.1 µM), without a hit: top-dose activity change, negative = cytotoxicity, most hits filed as cytotoxic | HepG2 CAGA-GFP viability, ATP luminescence, 18 h | 410,000 compounds, 0.76% hits | AID 588856; also: potency is read from the fitted curve at half-maximal effect; some results filed as inactive show a strong effect at the top dose
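HepG2 CAGA-GFP cells (1000/well, DMEM with 1% FBS) received compound, then TGF-beta at 500 pg/mL final, and were incubated 18 hours at 37 degrees C. Viability was read by CellTiter-Glo luminescence. Media-only wells were set as complete cell-killing and DMSO as no toxicity.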
Nrf2 ARE act – Nrf2 pathway activation; AREc32 ARE-luciferase reporter (MCF7-derived line), luminescence, 24 h; Potency, µM (series often up to 46.1 µM), inactives show at the highest dose activation, actives largely listed as activators; 410,000 compounds, 0.31% hits; AID 624171; also: potency is read from the fitted curve at half-maximal effect; % of control where 0% means no effect; nearly all actives have a fitted effect of over 65% in size
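Steps: seed AREc32_Fluc cells (1000/well, 5% FBS OPTI-MEM); incubate overnight at 37 deg C; add 23 nL compound; incubate 24 hr; add Steady-Glo; hold 30 min RT; read luminescence.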
TGFb SMAD3 inh – blocks TGF-b signaling. HepG2 CAGA-GFP TGF-b/SMAD3 reporter, GFP fluorescence, 18 h; TGF-beta stimulated, 500 pg/mL final. 410,000 compounds, 1.2% hits. Potency, µM (top dose mostly 46.1 µM), for the others: at the highest dose activity, negative = inhibition, actives largely listed as inhibitors; also: potency is read from the fitted curve at half-maximal effect; % is scaled to controls: 0 for no effect and ±100 for the full control effect; nearly all actives have a fitted effect of over 65% in size
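Per well, imaged GFP fluorescence of HEPG2 CAGA-GFP cells gives the signal; cells get compound, then TGF-beta (500 pg/mL final), 18 h at 37 degrees C; %Activity versus -TGF-beta and +DMSO controls.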
CCT chaperon mod – changes cytosolic chaperonin activity; 360,000 compounds, 0.3% hits; purified chaperonin ATPase assay, HTRF ADP detection, 30 min; activity change, % (no concentration beside the values), hits read low; in the data active = activity change below about -30%; also: % is scaled to controls: 0 for no effect and ±100 for the full control effect
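TRiC (40 or 20 nM final, by batch activity) in 30 mM Tris pH 7.4, 100 mM KCl, 5 mM MgCl2, 1 mM DTT was treated with compound at 76 uM single dose, then 10 uM ATP, 30 min at 37 °C. ADP was read by HTRF Transcreener.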
Abeta yeast res – A-beta toxicity reversal in yeast | yeast expressing A-beta42, growth rescue, OD600, 48 h; response scale: 0% DMSO, 100% iron-clioquinol control | Potency, µM (highest dose often 46.1 µM), without a hit: at the top dose growth rescue, actives largely listed as activators | 410,000 compounds, 0.063% hits | AID 1347071; also: potency is read from the fitted curve at half-maximal effect; nearly all actives have a fitted effect of over 55% in size
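Yeast growth medium received pinned compounds, then yeast cells expressing toxic A-beta were added; plates incubated at 30 C for 48 hr. Growth read as absorbance at 600 nm, normalized to DMSO and equimolar FeCl3 plus clioquinol controls.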
Mm-Cpn inhibitor – M. maripaludis TRiC chaperonin inhibition | 330,000 compounds, 0.031% hits | purified Mm-Cpn ATPase, ADP Transcreener TR-FRET | Potency, µM (titrated, usually from 76.9 µM), for inactives: at the top dose activity, negative = inhibition, hits mostly inhibitors; also: potency is read from the fitted curve at half-maximal effect; % is scaled to controls: 0 for no effect and ±100 for the full control effect; nearly all actives have a fitted effect of over 80% in size
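ATP (10 uM final) was added to archaeal chaperonin (25 nM final) after 10 min exposure to test compound at 37°C; after 30 min further incubation, ADP was detected by competitive TR-FRET.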
Akt phos inh – blocks phosphorylation of Akt. Neuro2A IGF-stimulated pAkt S473 HTRF, 20 min; stronger effect = lower value. activity change, % for hits at 50 µM. AID 651550. 360,000 compounds, 0.32% hits; in the data active = activity change below about -80%; inconclusive = mostly about -51% to -80%; also: % is scaled to controls: 0 for no effect and ±100 for the full control effect
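Single-point screen (50 µM final compound) in Neuro2A cells stimulated 20 min with 6 nM IGF at 37 deg C. After lysis, Ser473-phosphorylated Akt read by HTRF (ex 330 nm, em 615/665 nm) as the 665/615 ratio.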
* hit, by the source's call; i = inactive; ? = inconclusive; / = not tested or not shown; [ ] = remark or other dose. Unless noted, calls follow the shape of the dose curve; as a rule, active = well fitted curve in the direction sought with a large enough effect; inconclusive = small, poorly fitted or top-dose-only effect, or another doubt; inactive = no such curve, though single readings can be large; an effect the other way counts as inactive or inconclusive.

SMILES | A549 tox | Nrf2 inh | HepG2 viability | Nrf2 ARE act | TGFb SMAD3 inh | CCT chaperon mod | Abeta yeast res | Mm-Cpn inhibitor | Akt phos inh
CC(C)n1nnc2c(=O)oc3ccccc3c21 | -0.5% | 3.2% | 10.8% | -0.4% | 12.2% | -3.3 | -7.7% | 1.0% | i
O=C(C1=C(O)C(=O)N(CCc2ccccc2)C1c1cccs1)c1ccco1 (stereo not given) | -26.5% | ? | -3.4% | 0.7% | -7.9% | -1.7 | -26.5% | -10.2% | i
Cn1c(=O)c2[nH]c(CSCc3ccccc3)nc2n(C)c1=O | -1.2% | ? | -13.1% | 0.3% | -1.5% | -0.4 | -2.4% | / | i
CCCn1cc(CN2CCC(n3nccc3NC(=O)c3ccc4c(c3)OCO4)CC2)c(C)n1 | 0.4% | 13.7% | 3.1% | 0.3% | 2.0% | -0.1 | 0.7% | 0.8% | i
Cc1ccc(C23CC4CC(CC(C(=O)OCC(=O)NC5CCS(=O)(=O)C5)(C4)C2)C3)cc1 (stereo not given) | 0.0% | 10.5% | 1.7% | 0.1% | -8.4% | -0.3 | -6.1% | -1.6% | i
O=C(O)c1ccc(NC2OC[C@@H](O)[C@H](O)[C@H]2O)cc1 (stereo not given in full) | -7.4% | 8.7% | -76.1% | -0.3% | 1.5% | 1.9 | -20.9% | 1.5% | i
CCOC(=O)c1ccc(NC(=S)NCc2ccc(S(N)(=O)=O)cc2)cc1 | -10.2% | ? | 3.0% | -1.0% | 3.3% | 1.3 | 6.4% | 0.8% | i
COCCn1nnnc1C(c1cc(OC)ccc1OC)N1CCc2ccccc2C1 (stereo not given) | -6.0% | -2.0% | 2.6% | -0.5% | -2.2% | -1.9 | 2.6% | -1.8% | i
Cc1ccc(S(=O)(=O)NCCc2ccncc2)cc1[N+](=O)[O-] | -3.4% | -8.8% | -8.1% | -0.7% | -1.8% | 0.7 | -4.5% | 0.4% | i
Cc1ccccc1CN1C(=O)c2ccccc2S(=O)c2ccc(C(=O)NCc3ccccc3)cc21 (stereo not given) | -2.2% | / | -20.0% | 0.1% | -3.4% | / | -2.7% | / | /
C=C(C)C(=O)Nc1cccc(C2=NOC3(C2)C[C@@H](C(N)=O)N(C(=O)CC(c2ccccc2)c2ccccc2)C3)c1 (stereo not given in full) | -3.2% | -26.7% | 1.5% | 0.0% | -74.3% | -1.8 | 9.0% | 1.2% | i
COCC(=O)N(C)C[C@@H]1Oc2cc(-c3ccc(F)cc3)ccc2S(=O)(=O)N([C@H](C)CO)C[C@H]1C | / | / | -31.9% | -0.3% | -10.5% | -1.0 | -9.2% | / | i
COc1ccc(/C=C2\SC(=S)N(CC(=O)OCC(=O)Nc3ccc(C)cc3Cl)C2=O)cc1 | -1.3% | -2.6% | -2.6% | -0.6% | 19.3% | 2.1 | 0.9% | -1.1% | i
O=C(Nc1nnc(-c2ccccc2)o1)c1cc(-c2cccs2)nc2ccccc12 | -3.4% | -29.2% | -28.9% | -1.5% | ? | -1.7 | ? | -9.0% | i
COc1cccc(-c2cc(C(=O)NCCc3ccc(C)cc3)[nH]n2)c1 | 3.7% | 8.7% | -28.2% | 1.0% | ? | / | -6.5% | / | /
CC(C)(C)c1ccc(S(=O)(=O)c2cn(CC(=O)Nc3ccccc3)c3ccccc3c2=O)cc1 | -12.5% | -23.6% | -20.3% | -1.1% | ? | / | -2.3% | / | /
Cc1ccsc1/C=C(\C#N)C(=O)NCCCN1CCOCC1 | -0.2% | 0.0% | -22.3% | -0.4% | -6.6% | 0.8 | 5.8% | -4.2% | i
O=C1[C@@H]2Cc3c([nH]c4ccccc34)CN2C(=O)CN1CCCO | 6.8% | -21.5% | 0.9% | 0.4% | 19.4% | -2.5 | -6.5% | 1.7% | i
CCC(C)NC(=O)c1ccc2nc(CCc3ccccc3)oc2c1 (stereo not given) | -0.7% | / | -15.7% | 1.1% | 2.6% | / | -2.9% | / | /
Cc1nn(-c2ccccc2)c(N2CCCC2)c1C=O | -3.1% | -14.6% | 20.2% | -0.9% | 6.3% | 0.4 | -10.3% | 0.8% | i
CN(C)S(=O)(=O)c1ccc(C(=O)Nc2cc3c(cc2C(=O)O)OCCCO3)cc1 | -0.4% | 11.1% | -18.9% | 1.9% | -8.4% | -4.6 | -20.8% | 0.3% | i
CCC1CCCCN1C(=O)CSc1nnc(N)s1 (stereo not given) | -1.5% | -8.6% | 5.3% | 0.9% | 0.0% | -5.7 | -1.8% | 1.4% | i
COC(=O)C(C(=O)OC)C(C[N+](=O)[O-])c1ccc(OC)cc1 (stereo not given) | 3.3% | 11.9% | 3.8% | -0.9% | -25.4% | -2.5 | -3.4% | 1.4% | i
COc1ccc(CCN(C)C(=O)Cc2ccc(-c3ccccc3)cc2)cc1OC | -0.8% | 5.8µM* | -5.9% | 2.6% | -0.9% | -8.9 | 17.4% | -9.0% | i
COc1cccc(CC2(CO)CCCN(Cc3ccc(-c4ccco4)cc3)C2)c1 (stereo not given) | 10.1% | 3.0% | -0.5% | 4.3% | -7.2% | -5.9 | 9.0% | -11.9% | i

At a glance, some entries already given:
SMILES | A549 tox | Nrf2 inh | HepG2 viability | Nrf2 ARE act | TGFb SMAD3 inh | CCT chaperon mod | Abeta yeast res | Mm-Cpn inhibitor | Akt phos inh
COc1ccc(CCN(C)C(=O)Cc2ccc(-c3ccccc3)cc2)cc1OC | -0.8% | 5.8µM* | -5.9% | 2.6% | -0.9% | -8.9 | 17.4% | -9.0% | i
COc1cccc(CC2(CO)CCCN(Cc3ccc(-c4ccco4)cc3)C2)c1 (stereo not given) | 10.1% | 3.0% | -0.5% | 4.3% | -7.2% | -5.9 | 9.0% | -11.9% | i

Another view of some results above:
smiles	A549 tox	Nrf2 inh	HepG2 viability	Nrf2 ARE act	TGFb SMAD3 inh	CCT chaperon mod	Abeta yeast res	Mm-Cpn inhibitor	Akt phos inh
CC(C)(C)c1ccc(S(=O)(=O)c2cn(CC(=O)Nc3ccccc3)c3ccccc3c2=O)cc1	-12.5%	-23.6%	-20.3%	-1.1%	?	/	-2.3%	/	/
Cc1ccsc1/C=C(\C#N)C(=O)NCCCN1CCOCC1	-0.2%	0.0%	-22.3%	-0.4%	-6.6%	0.8	5.8%	-4.2%	i

Next section
SMILES | A549 tox | Nrf2 inh | HepG2 viability | Nrf2 ARE act | TGFb SMAD3 inh | CCT chaperon mod | Abeta yeast res | Mm-Cpn inhibitor | Akt phos inh
CCOc1ccc(C(=O)C(CN2CCOCC2)c2ccccc2)cc1 (stereo not given) | -12.1% | ? | -81.3% | ? | ? | -1.7 | -27.7% | 1.4% | i
COc1ccc2nc(/N=C\N(C)C)sc2c1 | 8.5% | 11.0% | -28.4% | 2.3% | 3.1% | -1.9 | -12.4% | -1.4% | i
O=C(CSc1nncn1-c1cccnc1)Nc1cccc([N+](=O)[O-])c1 | -5.7% | 2.8% | -7.1% | 7.3% | 0.2% | 0.4 | -5.0% | -3.0% | i
CCC(CO)Oc1cc(NC(=O)c2cccc(Cl)c2)c2ncn(C(C)C)c2c1 (stereo not given) | -13.5% | -5.9% | -5.9% | -0.1% | -3.4% | -1.8 | 0.5% | 2.3% | i
CCN(CC)CCNC(=O)c1ccc(NC(=O)c2c(C)nn(-c3ccc(F)cc3)c2Cl)cc1 | 4.0% | 18.1% | -10.7% | 0.7% | 15.2% | -2.9 | 1.4% | -2.3% | i
CC(=O)N1CCCc2cc(S(=O)(=O)N(C)CCC#N)ccc21 | -4.2% | 0.9% | -17.5% | -0.5% | -19.3% | -0.7 | -5.3% | 3.0% | i
CN(CC(=O)NNC(=O)Cc1ccccc1F)S(=O)(=O)c1ccc(Cl)cc1 | 0.9% | -3.4% | -81.9% | -0.4% | 2.0% | -0.8 | 4.6% | 1.0% | i
COC(=O)c1c(-c2ccccc2)noc1-c1ccccc1 | 2.1% | ? | -20.7% | 10.2% | ? | 0.4 | -32.3% | / | i
CC(C)CC(=O)N1CCN(Cc2ccccc2Cl)CC1 | 2.8% | -3.9% | 0.1% | -0.5% | 0.3% | 1.3 | -3.9% | -1.5% | i
CCOc1ccc(/C(O)=C2/C(=O)C(=O)N(Cc3cccnc3)C2c2ccc(N(C)C)cc2)c(C)c1 (stereo not given) | 13.2%[1.84 µM] | -2.3% | -16.2% | -1.3% | -24.2% | -0.3 | -4.7% | -0.9% | i
CN(C)/C=C/C=C1C(=O)CCCC1=O | ? | 2.7% | 6.4% | -0.1% | -22.8% | -4.0 | 23.0% | -1.0% | i
Cc1oc2ccc(O)c(CN3CCCC(C)C3)c2c1C(=O)Nc1ccccc1 (stereo not given) | 6.8% | 10.6% | -32.7% | 6.1% | -28.2% | / | -12.1% | / | /
COc1cc(OC)cc(C2=Cc3ccccc3C(CC(C)=O)N2c2ccc(C#CC3(O)CCCCC3)cc2)c1 (stereo not given) | / | / | / | -0.3% | / | 1.0 | 6.9% | / | i
COC(=O)[C@@H]1C[C@@]2(O)[C@H](O)[C@H](O)[C@H](O)C[C@H]2N1Cc1ccc(C(F)(F)F)cc1 | -3.8% | -5.3% | -16.9% | -0.7% | -0.9% | -1.4 | -13.9% | -2.4% | i
COc1ccccc1CNC(=O)CCCn1c(=O)c2ccccc2n(CC(=O)Nc2c(C)cc(C)cc2C)c1=O | -5.2% | 16.2% | 0.1% | -0.1% | 13.7% | / | -1.6% | / | /

Source: PubChem
